# Source: PubChem
# phage Ecoli inh: growth loss of phage-infected E. coli, primary screen, RecBCD inhibitor project, absorbance, with phage, HTS | inhibition, % at 11.9 µM | actives 0.26% (n = 360,000); in the data active means inhibition above about 11%
# Pemphigus Ab inh: inhibitors of pemphigus antibody binding to DSG3, primary screen, biochemical, bead-based, flow cytometry, scFv-GFP; Desmoglein-3 (Homo sapiens), P32926; binding (percent of control), % at 10 µM; actives 0.48% (n = 310,000); DSG3-coupled beads, scFv-anti-DSG3-GFP binding; active compounds read low;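 active means binding more than 3 SD below its plate's average and above zero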;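 further: hits lower antibody fragment binding to DSG3; some compounds called inactive have numbers as strong as hits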
# PfHsp90 set2: growth inhibition of PfHsp90-expressing yeast, primary screen, antimalarial PfHsp90 inhibitor project, S. cerevisiae, BacTiter-Glo luminescence, single point, set 2. BacTiter-Glo ATP, 48 h; yeast lacking PDR1 and PDR3 efflux regulators. inhibition, % at 9.4 µM. actives 0.32% (n = 310,000);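 active means every replicate shows inhibition above about 80%, whatever the replicate mean, limit read from the data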;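 further: 0% = DMSO neutral controls and 100% = 20 µM radicicol positive controls; yeast relying on Plasmodium falciparum Hsp90 in place of its own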
# HTR5A ag ctr: HTR5A agonists in luminescence cell assay, primary screen, counter-screen for OPRM1-OPRD1 heterodimer agonist project, full-deck HTS; 5-hydroxytryptamine receptor 5A (Homo sapiens), P47898; cell-based; activation, % at 9.3 µM; actives 0.61% (n = 340,000); AID 504692, 2011; in the data active means activation mostly above about 9.5%, no sharp cut-off; inactive means mostly below about 7.6%;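 further: 0% = cells with vehicle only and 100% = reference agonist; strong numbers were not always called active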
# Ecoli viability: E. coli V3065 growth inhibition, primary screen, counter-screen for AddAB inhibitor project, absorbance, OD600 | AID 449728, 2010 | 18 h | actives 0.27% (n = 330,000) | inhibition, % at 11.9 µM;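 active means inhibition above the campaign's mean inhibition across all tested compounds plus 3 SD, cut at about 9.9% in these data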;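 further: uninfected addAB+ strain grown without phage in ampicillin broth; 0% = DMSO wells and 100% = ciprofloxacin 0.95 µg/ml wells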
# AddAB inh: growth inhibition of E. coli expressing H. pylori AddAB, primary screen, AddAB inhibitor project, absorbance; inhibition, % at 11.9 µM; actives 0.29% (n = 330,000); AID 435030, 2010; in the data active means inhibition above about 12%;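 further: 0% = vehicle wells of infected cells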
# OPRM1-OPRD1 inv: inverse agonists of MOR-DOR heterodimerization, primary screen, cell-based, luminescence. actives 0.21% (n = 340,000). cell-based MOR-DOR heterodimer luminescence, inverse agonism. Mu-type opioid receptor (Homo sapiens) + Delta-type opioid receptor (Homo sapiens), …. inhibition, % at 9.3 µM. AID 504357, 2011; in the data active means inhibition above about 22%, passing the limit was not always enough;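 further: 0% = cells with DMSO and 100% = wells without cells with DMSO; values of inactives mirror those of a sister screen read the other way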
# Target sequence (P35372 whole entry, looked up): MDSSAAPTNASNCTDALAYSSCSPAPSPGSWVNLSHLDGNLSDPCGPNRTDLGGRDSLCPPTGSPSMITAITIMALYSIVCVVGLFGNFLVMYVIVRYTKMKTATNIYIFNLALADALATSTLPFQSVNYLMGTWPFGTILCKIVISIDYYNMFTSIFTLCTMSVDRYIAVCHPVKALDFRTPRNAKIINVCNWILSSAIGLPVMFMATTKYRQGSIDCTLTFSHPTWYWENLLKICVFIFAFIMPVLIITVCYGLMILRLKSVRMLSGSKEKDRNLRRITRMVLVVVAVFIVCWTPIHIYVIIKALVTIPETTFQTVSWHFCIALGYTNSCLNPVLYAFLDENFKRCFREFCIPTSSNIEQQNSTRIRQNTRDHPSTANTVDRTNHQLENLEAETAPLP
# Target sequence (P41143 whole entry, looked up): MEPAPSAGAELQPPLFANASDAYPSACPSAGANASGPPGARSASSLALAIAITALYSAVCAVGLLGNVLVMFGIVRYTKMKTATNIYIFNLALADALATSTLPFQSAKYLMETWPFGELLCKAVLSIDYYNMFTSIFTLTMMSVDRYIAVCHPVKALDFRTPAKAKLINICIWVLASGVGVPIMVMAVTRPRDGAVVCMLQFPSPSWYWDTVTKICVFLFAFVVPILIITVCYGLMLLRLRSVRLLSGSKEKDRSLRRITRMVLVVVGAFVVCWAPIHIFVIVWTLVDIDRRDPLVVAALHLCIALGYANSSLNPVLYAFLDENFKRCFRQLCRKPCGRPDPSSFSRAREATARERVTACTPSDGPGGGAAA
# HTR5A inv ag: HTR5A inverse agonists in luminescence cell assay, primary screen, counter-screen for OPRM1-OPRD1 heterodimer inverse agonist project, full-deck HTS; 5-hydroxytryptamine receptor 5A (Homo sapiens), P47898; HTR5A cell line, inverse agonism; inhibition, % at 9.3 µM; actives 0.083% (n = 340,000); in the data active means inhibition mostly above about 23%, no sharp cut-off; inactive means mostly below about 18%;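 further: 0% = cells with DMSO and 100% = no-cell wells with DMSO; some compounds called inactive have numbers as strong as hits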
# PKA-R1A activ: activators of PKA-R1A holoenzyme, primary screen, biochemical, fluorescence polarization, Cy5-IP20, bovine R1A, mouse PKAc; cAMP-dependent protein kinase type I-alpha regulatory subunit (Bos taurus) + …; activation, % at 11.4 µM; actives 0.083% (n = 340,000); PKA-R1A dissociation; scaled: DMSO 0%, 113 µM cGMP 100%;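 active means percent activation above the mean of all tested compounds plus 3 SD, cut at about 19% in these data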;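 further: higher means more PKAc released from R1A so a rise in polarization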
# Mot1-301 SUMO: yeast Mot1-301 growth rescue at high temperature, primary screen, SUMOylation pathway inhibitor project, S. cerevisiae, ATP luminescence, 38.5C; actives 1% (n = 320,000); AID 2716, 2010; growth rescue, % at 18.8 µM; S. cerevisiae Mot1-301 growth rescue; percent above DMSO median, 100 means doubled;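 active means every valid replicate shows activation above 250% relative to neutral control wells; inactive means the rest, any valid replicate at or below 250%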;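 further: OY570 slx delta 5 strain wells were the positive control but not used for scaling; some compounds called inactive have numbers as strong as hits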
# OPRM1-OPRD1 ag: agonists of OPRM1-OPRD1 heterodimerization, primary screen, cell-based, luminescence. actives 0.3% (n = 340,000). Mu-type opioid receptor (Homo sapiens) + Delta-type opioid receptor (Homo sapiens), …. cells. AID 504326, 2011. activation, % at 9.3 µM; in the data active means activation above about 18%;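 further: 0% = vehicle-treated cells and 100% = reference agonist; values of inactives mirror those of a sister screen read the other way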
# * = called active by the depositor; x = no result given. Rows were taken by chance; any-hit rate near 3.2%.
SMILES,phage Ecoli inh,Pemphigus Ab inh,PfHsp90 set2,HTR5A ag ctr,Ecoli viability,AddAB inh,OPRM1-OPRD1 inv,HTR5A inv ag,PKA-R1A activ,Mot1-301 SUMO,OPRM1-OPRD1 ag
O=C(Cn1c(=O)n(-c2ccccc2)c(=O)c2oc3ccccc3c21)Nc1ccccc1,2.4,130,3,-1,0.9,2.0,7,18,-5,-9,-1.3
COc1cc(NC(=O)c2cccnc2)ccc1NC(=O)c1ccccc1Cl,-3.1,x,-7,0,1.3,3.3,-3,1,0,265,0.3
CCOCCCNC(=O)C(NC(=O)c1ccccc1O)c1ccc(Cl)cc1 (stereo unspecified),x,101,-13,2,-1.8,1.7,10,-6,-7,-10,-2.0
COc1ccccc1NS(=O)(=O)c1cc(C(=O)N2CCCCCC2)ccc1C,1.8,101,8,-5,0.6,1.5,14,-16,-16,12,-3.7
CCC(C)(C)NC(=O)CSc1nc(Cc2ccccc2)nc2ccccc12,2.1,100,7,3,x,x,-33,12,0,-5,6.5
COc1cc(CNc2cc(C)ccc2C)cc(OC)c1OC,1.6,83,-31,-3,0.7,-0.7,-7,0,4,-5,1.2
CC(C)C(=O)Nc1cccc(C(=O)Nc2cc([N+](=O)[O-])ccc2F)c1,4.0,86,x,-4,-0.6,-0.2,1,12,10,3,-0.2
Cc1nc2nc(SCc3ccccc3)[nH]n2c(=O)c1C,1.4,101,-7,1,x,x,12,-3,-9,5,-2.3
O=C(COC(=O)CN1C(=O)c2ccccc2C1=O)Nc1cccc(F)c1,0.3,100,4,16,-0.2,3.2,9,-38,-7,0,-2.3
Cc1ccc2[nH]c(C)c(/C=C/c3cc[n+](C)cc3)c2c1,-0.2,380,14,9,x,x,-12,-33,-3,-16,2.1
OC(CNCc1ccccc1F)(c1ccc(F)cc1)c1ccc(F)cc1,6.2,103,10,10,1.6,1.5,-65,-28,-1,592,8.9
COc1ccc(N(CC(=O)NCC2CCCO2)S(=O)(=O)c2c(C)noc2C)cc1 (stereo unspecified),3.8,96,x,-3,-2.9,5.5,7,7,-1,10,-1.5
Cc1cccc(Cn2c(C)nc3c(N)c(C)c(C)cc32)c1,4.6,105,8,-8,3.0,1.0,10,20,-7,0,-1.8
Cc1ccsc1/C=N/Nc1ccc(F)cc1F,3.7,95,1,3,-1.5,-2.0,-45,-12,-8,27,8.8
C[C@H]1CN([C@@H](C)CO)C(=O)c2cccc(NC(=O)C3CC3)c2O[C@H]1CN(C)S(=O)(=O)c1ccccc1,0.9,103,4,1,0.4,-1.9,15,-2,-10,-5,-2.7
CCOc1ccc(NC(=O)c2c(NC(=O)CN3CCN(C)CC3)sc3c2CCC3)cc1,-2.9,x,7,1,-2.2,3.5,5,-3,-2,1,-0.9
COc1ccc(-c2cn(CCO)c(CCN)n2)cc1,1.4,100,15,-2,-1.2,-0.8,14,-4,-6,7,-2.5
COC1CCCCC1Nc1cc(C)ccc1C (stereo unspecified),-2.3,112,-7,1,1.5,1.9,15,14,-9,11,-2.6
CCN(C(=O)COC(=O)c1nccnc1N)c1cccc2ccccc12,3.1,125,12,2,0.0,1.2,12,-10,-8,3,-2.3
O=C(NCCNCCO)c1c(O)c2cccc3c2n(c1=O)CCC3,4.9,120,-6,-1,1.5,-3.7,4,-15,-4,66,-0.7
CCC(=O)Nc1cccc(C2=NOC3(C2)C[C@@H](C(N)=O)N(C(=O)CC(c2ccccc2)c2ccccc2)C3)c1 (stereo partly specified),2.7,96,-2,6,-1.9,1.8,2,2,-4,0,-0.3
COC(=O)c1cccc(NC(=O)c2cc(OC)c(OC)c(OC)c2Br)c1,3.6,105,1,0,0.1,3.6,4,-8,10,11,-0.6
COc1ccc(/C=N/NC(=O)c2ccc(Cl)cc2Cl)cc1COC(C)=O,0.2,99,-11,-5,0.6,1.2,13,13,4,-11,-2.1
O=C(NCCCn1ccnc1)c1ccc(Br)cc1,0.8,106,64,1,1.4,2.7,8,-4,4,-14,-1.6
C=CCN1C(=O)S/C(=C\c2ccc3c(c2)n(C)c(=O)n3C)C1=O,2.5,119,-6,1,-0.4,-0.8,20,5,-2,10,-3.7

# Quoted at random: 6 records from the list
SMILES,phage Ecoli inh,Pemphigus Ab inh,PfHsp90 set2,HTR5A ag ctr,Ecoli viability,AddAB inh,OPRM1-OPRD1 inv,HTR5A inv ag,PKA-R1A activ,Mot1-301 SUMO,OPRM1-OPRD1 ag
Cc1ccc2[nH]c(C)c(/C=C/c3cc[n+](C)cc3)c2c1,-0.2,380,14,9,x,x,-12,-33,-3,-16,2.1
O=C(NCCNCCO)c1c(O)c2cccc3c2n(c1=O)CCC3,4.9,120,-6,-1,1.5,-3.7,4,-15,-4,66,-0.7
CCC(C)(C)NC(=O)CSc1nc(Cc2ccccc2)nc2ccccc12,2.1,100,7,3,x,x,-33,12,0,-5,6.5
COC(=O)c1cccc(NC(=O)c2cc(OC)c(OC)c(OC)c2Br)c1,3.6,105,1,0,0.1,3.6,4,-8,10,11,-0.6
COc1ccc(/C=N/NC(=O)c2ccc(Cl)cc2Cl)cc1COC(C)=O,0.2,99,-11,-5,0.6,1.2,13,13,4,-11,-2.1
CCOc1ccc(NC(=O)c2c(NC(=O)CN3CCN(C)CC3)sc3c2CCC3)cc1,-2.9,x,7,1,-2.2,3.5,5,-3,-2,1,-0.9

# (list continues)
SMILES,phage Ecoli inh,Pemphigus Ab inh,PfHsp90 set2,HTR5A ag ctr,Ecoli viability,AddAB inh,OPRM1-OPRD1 inv,HTR5A inv ag,PKA-R1A activ,Mot1-301 SUMO,OPRM1-OPRD1 ag
CC(NC(=O)/C=C/c1ccco1)c1nc2ccccc2n1Cc1ccccc1F (stereo unspecified),3.0,81*,-17,0,-3.1,1.6,-3,-26,-7,18,0.5
COC(=O)CCCN1C(=O)c2cccc3cccc(c23)C1=O,3.0,120,-9,0,0.9,4.5,10,-1,5,-23,-2.0
CC(=O)N/C(=C\c1ccc2c(c1)OCO2)C(=O)NC(C(=O)O)c1ccccc1 (stereo unspecified),1.7,97,-6,0,4.7,3.3,-2,22,-10,19,0.3
CCOCC(=O)N1CCN(Cc2ccc3c(c2)OCO3)CC1,1.4,116,1,3,-0.3,3.2,-1,-8,0,3,0.2
CS(=O)(=O)c1ccc(NC(=O)C2CCCN(C(=O)c3ccc(Cl)cc3)C2)cc1 (stereo unspecified),3.4,100,13,19*,-0.9,-1.4,6,-47,-13,33,-1.5
N#CC1=C(Nc2ccccc2)SC=C(c2ccccc2)N=C1N1CCOCC1,2.1,106,8,-3,x,x,8,9,-1,x,-1.5
Cn1c(SCC(=O)c2ccc(-c3ccccc3)cc2)nnc1-c1ccco1,4.2,83,x,4,-0.3,2.5,2,-13,-22,-15,-0.4
CCS(=O)(=O)N1CCC(NC(=O)C(Cc2cc(OC)ccc2OC)NC(C)=O)CC1 (stereo unspecified),0.9,113,-5,5,0.2,1.9,18,-33,-10,1,-3.4
CC(C)NC(=O)NC(=O)COC(=O)C1CCCN1C(=O)c1cccs1 (stereo unspecified),2.8,103,-1,-4,-2.4,-2.3,14,10,2,12,-2.5
CCCSc1n[nH]c(NC(C)=O)n1,2.5,93,-20,0,-0.5,1.2,16,-1,-5,-18,-3.2
COc1cc2[nH]c(=O)n(Cc3ccc(C(=O)NCCCN4CCC(C)CC4)cc3)c(=O)c2cc1OC,0.5,x,x,4,0.0,0.6,5,-10,-3,-1,-0.8
COc1ccc(-c2nnc(-c3ccc4ccccc4c3)o2)cc1,1.5,93,-4,-2,x,x,-9,7,-4,x,2.0
CCNC(=O)c1ccc(NS(=O)(=O)c2ccccc2)cc1,-1.2,124,3,-1,-0.8,1.3,10,10,-5,2,-2.2
Cn1c(=O)c2c(nc(NCc3ccco3)n2C)n(C)c1=O,-0.3,119,-3,11,0.9,-0.2,3,9,-3,-5,-0.4
O=C(NCC(=O)N1CCN(C(c2ccccc2)c2ccccc2)CC1)c1ccccc1F,2.6,105,1,2,2.6,3.1,8,-5,7,0,-1.5
Cc1cc(C(=O)COc2ccc(Br)cc2F)c(C)n1C1CC1,1.2,104,-49,3,0.7,0.1,-3,11,-2,x,0.8
COc1cc(O)c(C(CC(=O)N2CCCC2)c2ccc(N(C)C)cc2)c(OC)c1 (stereo unspecified),0.9,98,14,8,0.3,3.4,-2,-24,-3,-9,0.3
O=C(Nc1nc2ccc(S(=O)(=O)N3CCOCC3)cc2s1)c1cccs1,6.8,102,-6,3,0.7,1.7,3,-4,1,410,-0.7
CCCCNC(=O)CCn1c(=O)c2cccn2c2ccc(F)cc21,2.7,115,-2,0,x,x,11,-1,12,-14,-2.2
CCCc1cc(C(=O)Nc2cccc(Cl)c2C)no1,2.5,88,4,5,2.5,5.5,-11,-2,-8,-3,1.8
CC(=O)CC(=O)NC1C2CC3CC(C2)CC1C3 (stereo unspecified),3.0,99,7,-5,2.4,-1.0,5,-8,-7,-8,-0.8
COc1ccc(CNC(=O)C(Cc2ccccc2)n2cccc2)cc1 (stereo unspecified),2.6,98,10,-2,0.8,-0.2,6,6,5,-9,-1.1
O=C(NC1CCCCCCC1)C1CCN(S(=O)(=O)N2CCC3(CC2)OCCO3)CC1,2.2,88,5,2,-3.0,-0.8,5,0,-11,2,-1.0
CCC(=O)Oc1c(S(=O)(=O)c2ccc(C)cc2)c(C)nn1C(C)(C)C,1.7,107,-17,0,-0.4,4.2,16,-1,-8,203,-3.9
CCCCOc1ccc(C(=O)Nc2ccc3c(c2)OCO3)cc1,1.2,87,-22,-1,3.8,1.8,4,13,4,-2,-0.8

# Already shown: two of the compounds above.
SMILES,phage Ecoli inh,Pemphigus Ab inh,PfHsp90 set2,HTR5A ag ctr,Ecoli viability,AddAB inh,OPRM1-OPRD1 inv,HTR5A inv ag,PKA-R1A activ,Mot1-301 SUMO,OPRM1-OPRD1 ag
CCC(=O)Oc1c(S(=O)(=O)c2ccc(C)cc2)c(C)nn1C(C)(C)C,1.7,107,-17,0,-0.4,4.2,16,-1,-8,203,-3.9
CCCCOc1ccc(C(=O)Nc2ccc3c(c2)OCO3)cc1,1.2,87,-22,-1,3.8,1.8,4,13,4,-2,-0.8
